EWS-Fli inh – EWS/Fli-driven NR0B1 reporter inhibitors, primary screen, A673 cells, NR0B1 luciferase, luminescence, MLPCN library; inhibition, % at 12.6 µM; viability-normalised; 0.67% of 350,000 active;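 active = mean inhibition of at least 50% after viability correction, with every replicate also passing that limit; inconclusive = mean reaches 50% but only one of two replicates passes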;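 note: firefly luciferase signal divided by Alamar Blue viability fluorescence both relative to DMSO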
CASP6 VEID inh – human caspase-6 inhibitors, primary screen, biochemical, VEID-R110 fluorescence, single point, set 2 | P55212 | purified caspase-6, Z-VEID-R110 cleavage fluorescence | inhibition, % at 12.5 µM | 0.53% of 350,000 active;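 active = mean inhibition across replicates at least about 35%, with every replicate also reaching that limit, limit read from the data; inconclusive = only one of the two criteria met; inactive = neither criterion met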;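 note: 0% = median of neutral control wells and 100% = no fluorescence left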
Target sequence (P55212 24-179 limits assumed): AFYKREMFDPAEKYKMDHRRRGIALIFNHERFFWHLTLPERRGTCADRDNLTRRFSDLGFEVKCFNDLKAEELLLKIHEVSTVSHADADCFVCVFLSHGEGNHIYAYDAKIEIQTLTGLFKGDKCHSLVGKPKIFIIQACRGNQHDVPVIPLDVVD
Target sequence (P55212 194-293 limits assumed): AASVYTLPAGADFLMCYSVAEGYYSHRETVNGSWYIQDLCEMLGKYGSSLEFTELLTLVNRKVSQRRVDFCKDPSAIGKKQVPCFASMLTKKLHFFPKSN
ARNT-TACC3 inh – disruptors of ARNT/TACC3 protein interaction, primary screen, biochemical, AlphaScreen, single concentration. AlphaScreen His-ARNT PAS-B/GST-TACC3 binding, luminescence; TACC3 fragment carries E629A point mutation. AID 623870, 2012. 0.66% of 390,000 active. inhibition, % at 9.99 µM;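 active = mean inhibition of replicates at least 50% and at least half of replicates each reaching 50%; inconclusive = half or more replicates reach 50% but mean below 50%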;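 note: 0% = complete ARNT plus TACC3 wells and 100% = ARNT alone without TACC3; many hits fall short of the cut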
DENV2 CPE rescue – inhibitors of DENV2 cytopathic effect, primary screen, cell-based, plate reader, single concentration | DENV2-infected cells, cytopathic effect rescue | 1.7% of 350,000 active | AID 651640, 2012 | CPE inhibition, % at 9.99 µM; in the data active = CPE inhibition above about 20%, passing the limit was not always enough; inconclusive = no clear call, values can overlap the other calls; tested in BHK-21 cells;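 note: 0% = median of neutral control wells and 100% = median of positive control wells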
LGR2 inh – inhibitors of bursicon-induced LGR2 CRE-luciferase signal, primary screen, cell-based, HEK293, CRE-luciferase reporter, bursicon stimulation. Drosophila bursicon receptor LGR2 (rickets). bursicon-stimulated, 4 h. inhibition, % at 9.99 µM. 0.35% of 380,000 active;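 active = drop in luminescence signal, shown as inhibition above about 50% in the replicate tests, limit read from the data, passing the limit was not always enough; inconclusive = probably only some replicates passing the limit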;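 note: agonist challenge used bursicon conditioned medium at about half maximal strength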
PAX8 reporter – inhibitors of PAX8-driven TPO luciferase reporter, primary screen, RMG-I cells, single concentration; SteadyGlo, 24 h; inhibition, % at 12.6 µM; 1.2% of 360,000 active;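 active = mean replicate inhibition at least 60% with every replicate also reaching 60%; inconclusive = only one of the two criteria is met; inactive = mean below 60% and not all replicates reaching 60%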;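 note: luciferase light reporting Pax8 driven TPO promoter activity; plate controls were median of neutral control wells for no effect and mitoxantrone controls for full effect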
SIRT5 block – SIRT5 desuccinylase inhibitors, primary screen, biochemical, fluorescence imaging, single point, set 5. NAD-dependent protein deacylase sirtuin-5, mitochondrial (Homo sapiens), Q9NXA8. Purified SirT5, succinyl-peptide AMC, trypsin-coupled fluorescence. inhibition, % at 15 µM. 1.1% of 330,000 active; in the data active = inhibition above about 15%; inconclusive = no clear call, values can overlap the other calls
Target sequence (Q9NXA8 whole entry, looked up): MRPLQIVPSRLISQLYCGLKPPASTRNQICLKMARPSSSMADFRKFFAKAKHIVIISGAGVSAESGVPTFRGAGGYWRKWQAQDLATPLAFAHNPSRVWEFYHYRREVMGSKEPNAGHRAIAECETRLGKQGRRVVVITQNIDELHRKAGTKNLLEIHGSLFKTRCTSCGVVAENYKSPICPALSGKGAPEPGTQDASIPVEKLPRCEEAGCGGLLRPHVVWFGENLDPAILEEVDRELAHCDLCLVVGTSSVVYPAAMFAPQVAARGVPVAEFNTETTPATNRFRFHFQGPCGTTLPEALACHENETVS
Numbers without * were called inactive; & = joins results of further samples.

`OC(COc1cccc2ccccc12)CN1CCN(c2ccccc2)CC1` (stereo not given) gave EWS-Fli inh 4, CASP6 VEID inh 3, ARNT-TACC3 inh -1, DENV2 CPE rescue 0, LGR2 inh -29, PAX8 reporter 10 and SIRT5 block 0.
Screening O=[N+]([O-])c1ccc(S(=O)(=O)NCC(c2cccnc2)N2CCc3ccccc32)cc1 (stereo not given) returned EWS-Fli inh 5, CASP6 VEID inh 3, ARNT-TACC3 inh 13, DENV2 CPE rescue -1, LGR2 inh -18, PAX8 reporter 3 and SIRT5 block -2.
CCOC(=O)Cn1cc(/C=C(/C#N)C(=O)NC(C)C)c2ccccc21 was read as EWS-Fli inh 3, CASP6 VEID inh 2, ARNT-TACC3 inh 5, DENV2 CPE rescue 5, LGR2 inh 6, PAX8 reporter -1 and SIRT5 block 2.
CN(C)C(CNC(=O)c1cccs1)c1cccnc1 (stereo not given) was read as EWS-Fli inh -8, CASP6 VEID inh 1, ARNT-TACC3 inh -6, DENV2 CPE rescue 17, LGR2 inh -18, PAX8 reporter 10 and SIRT5 block -7.
`CCC(Oc1ccc2c(=O)c(-c3ccccc3OC)coc2c1)C(=O)OCc1ccccc1` (stereo not given) gave ARNT-TACC3 inh -14, LGR2 inh 13 and PAX8 reporter 20.
Screening CN(C)CC(=O)N1[C@H](CO)[C@@H](c2ccc(-c3ccccc3F)cc2)[C@@H]1C#N returned EWS-Fli inh -1, CASP6 VEID inh -1, ARNT-TACC3 inh 5, DENV2 CPE rescue -5, LGR2 inh 0, PAX8 reporter 0 and SIRT5 block 3.
O=C(CSc1nnnn1-c1ccc(Cl)cc1)Nc1cccnc1Cl was read as ARNT-TACC3 inh -4, LGR2 inh 1 and PAX8 reporter 9.
Cc1nn(C)c(C(=O)N2CCN(C(=O)c3ccco3)CC2)c1[N+](=O)[O-] was read as EWS-Fli inh 7, CASP6 VEID inh 2, ARNT-TACC3 inh -7, DENV2 CPE rescue 0, LGR2 inh -7, PAX8 reporter 13 and SIRT5 block 0.
For C[C@@H]1CN([C@@H](C)CO)S(=O)(=O)c2ccc(C#CC3CC3)cc2O[C@@H]1CN(C)CC1CCOCC1 the results were EWS-Fli inh 0, CASP6 VEID inh -1, ARNT-TACC3 inh -7, DENV2 CPE rescue -11, LGR2 inh 0 and SIRT5 block -2.
O=C(CN1C(=O)c2ccccc2C1=O)N1CCN=C1c1ccccc1 was read as EWS-Fli inh 3, CASP6 VEID inh 2, ARNT-TACC3 inh -3, DENV2 CPE rescue -5, LGR2 inh 2, PAX8 reporter 9 and SIRT5 block -13.
For COc1ccccc1C(CNC(=O)CCNC(=O)c1ccccc1Cl)N1CCCC1 (stereo not given) the results were EWS-Fli inh -3, CASP6 VEID inh -2, ARNT-TACC3 inh -2, DENV2 CPE rescue 3, LGR2 inh -11, PAX8 reporter -13 and SIRT5 block -2.
Screening Cc1ccc(Cn2cccc2/C=N/NC(=S)Nc2ccc(C)cc2)cc1 returned EWS-Fli inh 5, CASP6 VEID inh 0, ARNT-TACC3 inh -19, DENV2 CPE rescue 8, LGR2 inh -7, PAX8 reporter 4 and SIRT5 block -8.
`COc1ccc(S(=O)(=O)N(C)C[C@H]2Oc3ccc(NC(=O)Nc4cccc5ccccc45)cc3CC(=O)N([C@@H](C)CO)C[C@H]2C)cc1` gave EWS-Fli inh 3, CASP6 VEID inh 1, DENV2 CPE rescue 13, LGR2 inh -5 and SIRT5 block 8.
Cc1ccc(OCCC(=O)OC(C)C(=O)Nc2c(C)n(C)n(-c3ccccc3)c2=O)cc1 (stereo not given) was read as EWS-Fli inh -6, CASP6 VEID inh -2, ARNT-TACC3 inh -1, DENV2 CPE rescue inconclusive, LGR2 inh -7, PAX8 reporter 9 and SIRT5 block -3.
O=C(NCC[C@@H]1CC[C@@H](NC(=O)C2CCOCC2)[C@@H](CO)O1)c1cc(Cl)cc(Cl)c1 was read as EWS-Fli inh -2, CASP6 VEID inh 2, ARNT-TACC3 inh 5, DENV2 CPE rescue 16, LGR2 inh 2, PAX8 reporter 17 and SIRT5 block 1.
For CO[C@@H]1CN(C)C(=O)c2cc(NC(=O)NC3CCCCC3)ccc2OC[C@H](C)N(C)C[C@@H]1C the results were EWS-Fli inh 6, CASP6 VEID inh 1, ARNT-TACC3 inh -3, DENV2 CPE rescue 2, LGR2 inh -6, PAX8 reporter 5 and SIRT5 block -1.
`C/C=C/c1ccc2c(c1)O[C@H](CN(C)C(=O)NC1CCCCC1)[C@H](C)CN([C@H](C)CO)S2(=O)=O` gave EWS-Fli inh -2, CASP6 VEID inh 2, ARNT-TACC3 inh -5, DENV2 CPE rescue 2, LGR2 inh -12, PAX8 reporter -17 and SIRT5 block 7.
`CCOC(=O)Nc1ccc([N+](=O)[O-])cc1C` gave EWS-Fli inh 2, CASP6 VEID inh 0, ARNT-TACC3 inh 0, LGR2 inh -11, PAX8 reporter 44 and SIRT5 block 3.
`CC(C)C#Cc1cnc2c(c1)C(=O)N([C@@H](C)CO)C[C@@H](C)[C@H](CN(C)Cc1ccccc1)O2` gave EWS-Fli inh 13, CASP6 VEID inh 2, ARNT-TACC3 inh 1, DENV2 CPE rescue -3, LGR2 inh 1 and SIRT5 block -1.
`CO[C@@H]1CN(C)C(=O)c2cc(NS(=O)(=O)c3ccccc3)ccc2OC[C@H](C)N(Cc2ccccn2)C[C@H]1C` gave EWS-Fli inh 0, CASP6 VEID inh 2, ARNT-TACC3 inh -2, DENV2 CPE rescue 9, LGR2 inh 4 and SIRT5 block -2.
Screening COc1ccc(-c2ccc([C@H]3[C@H]4CN(CC5CCOCC5)CCCCN4[C@H]3CO)cc2)cc1 returned EWS-Fli inh -25, CASP6 VEID inh -1, ARNT-TACC3 inh -2, DENV2 CPE rescue 0, LGR2 inh 2, PAX8 reporter -1 and SIRT5 block 0.
CN(C)C(=O)c1ccc(-c2ccc(C3[C@@H]4CN(S(=O)(=O)c5ccccc5F)C[C@H]3N4)cc2)cc1 (stereo not given in full) was read as EWS-Fli inh 2, DENV2 CPE rescue 3, LGR2 inh 7 and PAX8 reporter -3.
For Cc1ccc(NC(=O)COC(=O)CCNS(=O)(=O)c2c(Cl)cccc2Cl)cc1 the results were EWS-Fli inh -4, CASP6 VEID inh -4, ARNT-TACC3 inh -19, DENV2 CPE rescue -2, LGR2 inh -2, PAX8 reporter -13 and SIRT5 block -1.
Screening COc1cccc(-c2cnc3c(c2)C(=O)N([C@H](C)CO)C[C@H](C)[C@H](CN(C)Cc2ccc(F)cc2)O3)c1 returned EWS-Fli inh 13&6, CASP6 VEID inh 0&-1, ARNT-TACC3 inh 8&9, DENV2 CPE rescue 8&-8, LGR2 inh -19 and SIRT5 block -1&-2.
`CC(C)CC#Cc1ccc2c(c1)O[C@H](CN(C)C)[C@H](C)CN([C@H](C)CO)S2(=O)=O` gave EWS-Fli inh -15, CASP6 VEID inh -5, ARNT-TACC3 inh -14, DENV2 CPE rescue inconclusive, LGR2 inh -12 and SIRT5 block 0.
Screening O=C(O)CSc1ncnc2c1sc1nc(-c3ccccc3)c3c(c12)CCC3 returned EWS-Fli inh -14, CASP6 VEID inh 6, ARNT-TACC3 inh 7, DENV2 CPE rescue 12, LGR2 inh -15, PAX8 reporter -86 and SIRT5 block 18*.
Screening CO[C@@H]1CN(C)C(=O)c2ccc(NS(=O)(=O)c3ccccc3)cc2OC[C@H](C)N(Cc2nccs2)C[C@@H]1C returned EWS-Fli inh 12, CASP6 VEID inh 3, ARNT-TACC3 inh -3, DENV2 CPE rescue -9, LGR2 inh 1 and SIRT5 block -1.
Screening Cc1nc2nc(N)nn2c(C)c1C/C=C/c1ccccc1 returned EWS-Fli inh 5, CASP6 VEID inh 1, ARNT-TACC3 inh -9, DENV2 CPE rescue -7, LGR2 inh -4, PAX8 reporter -1 and SIRT5 block -4.
For CCOC(=O)c1ccc(-c2ccc(-c3cc(=O)oc4cc(OC)c(OC)c(OC)c34)cc2)cc1 the results were EWS-Fli inh -10, CASP6 VEID inh -1, ARNT-TACC3 inh -2, DENV2 CPE rescue 5, LGR2 inh 6, PAX8 reporter -14 and SIRT5 block 0.
`C[C@H](NC(=O)C[C@@H]1C=C[C@H](NC(=O)C2CCOCC2)[C@@H](CO)O1)c1ccccc1` gave EWS-Fli inh -3, CASP6 VEID inh 7, ARNT-TACC3 inh -5, DENV2 CPE rescue 18, LGR2 inh 9, PAX8 reporter 8 and SIRT5 block -1.

Random excerpt: two entries already listed, in no set order.
Screening O=C(O)CSc1ncnc2c1sc1nc(-c3ccccc3)c3c(c12)CCC3 returned EWS-Fli inh -14, CASP6 VEID inh 6, ARNT-TACC3 inh 7, DENV2 CPE rescue 12, LGR2 inh -15, PAX8 reporter -86 and SIRT5 block 18*.
Screening Cc1nc2nc(N)nn2c(C)c1C/C=C/c1ccccc1 returned EWS-Fli inh 5, CASP6 VEID inh 1, ARNT-TACC3 inh -9, DENV2 CPE rescue -7, LGR2 inh -4, PAX8 reporter -1 and SIRT5 block -4.

(list continues)
Screening O=C(C1=C[C@H](c2coc3ccccc3c2=O)C[C@H](OCc2ccc(CO)cc2)O1)N1CCN(Cc2ccc3c(c2)OCO3)CC1 returned EWS-Fli inh 5, CASP6 VEID inh -3, ARNT-TACC3 inh 1, DENV2 CPE rescue -15, LGR2 inh 30 and PAX8 reporter 27.
For Cc1ccc(S(=O)(=O)n2[nH]c(=O)cc2N)cc1 the results were EWS-Fli inh -4, CASP6 VEID inh -8, ARNT-TACC3 inh -1, DENV2 CPE rescue -8, LGR2 inh 10, PAX8 reporter -8 and SIRT5 block -2.
Screening CCN(CC)S(=O)(=O)c1ccc(C(=O)NCCN(C)C)cc1 returned EWS-Fli inh 9, CASP6 VEID inh -12, ARNT-TACC3 inh 1, DENV2 CPE rescue 2, LGR2 inh -8, PAX8 reporter -32 and SIRT5 block -3.
`N=c1sccn1CC(=O)Nc1ccc(SC(F)F)cc1` gave EWS-Fli inh 6, CASP6 VEID inh -7, ARNT-TACC3 inh 2, DENV2 CPE rescue 2, PAX8 reporter -4 and SIRT5 block -6.
C[C@@H]1CN([C@@H](C)CO)C(=O)CCCn2cc(nn2)CO[C@H]1CN(C)S(=O)(=O)c1ccc(F)cc1 was read as EWS-Fli inh 2, CASP6 VEID inh -4, ARNT-TACC3 inh -1, DENV2 CPE rescue -4, LGR2 inh 15 and SIRT5 block -2.
`CNc1cnc(-c2ccc(O)c(OC)c2)cn1` gave EWS-Fli inh -17, CASP6 VEID inh 1, DENV2 CPE rescue -2, LGR2 inh -29 and PAX8 reporter -18.
Screening CN1C(=O)c2cc(NC(=O)c3cscn3)ccc2OC[C@@H]2O[C@H](CC(=O)N3CCOCC3)CC[C@@H]21 returned EWS-Fli inh -16, CASP6 VEID inh 1, ARNT-TACC3 inh -9, DENV2 CPE rescue -9, LGR2 inh -8, PAX8 reporter 4 and SIRT5 block -14.
CCOC(=O)c1c(NC(=O)c2cccc(N3C(=O)CCC3=O)c2)sc2c1CCN(CC)C2 was read as CASP6 VEID inh 0, ARNT-TACC3 inh 3, DENV2 CPE rescue 4, LGR2 inh 9, PAX8 reporter -2 and SIRT5 block 7.
CCOc1ccc(S(=O)(=O)N2CCOCC2)cc1NC(=O)CSCc1c(C)noc1C was read as EWS-Fli inh 7, CASP6 VEID inh -2, ARNT-TACC3 inh -14, DENV2 CPE rescue 8, LGR2 inh 0, PAX8 reporter 3 and SIRT5 block 5.
Screening O=C(C[C@@H]1CC[C@H]2[C@@H](COC[C@H](O)CN2CCC(F)(F)F)O1)NCc1ccc2c(c1)OCO2 returned EWS-Fli inh -9, CASP6 VEID inh 1, ARNT-TACC3 inh 7, DENV2 CPE rescue 12, LGR2 inh -5, PAX8 reporter -3 and SIRT5 block 1.
Cc1noc(C)c1S(=O)(=O)Nc1ccc2c(c1)CC(=O)N([C@H](C)CO)C[C@H](C)[C@H](CN(C)S(=O)(=O)c1ccc(Cl)cc1)O2 was read as EWS-Fli inh -6, CASP6 VEID inh -10, DENV2 CPE rescue -3, LGR2 inh 5, PAX8 reporter -10 and SIRT5 block 5.
